Source: PubChem BioAssay
hcGAS inh – Primary biochemical luminescence assay for human cyclic GMP-AMP synthase inhibitors. recombinant h-cGAS, ATP depletion, Kinase-Glo luminescence. inhibition, % at 12.5 µM. 290,000 compounds, 0.081% hits. AID 1259398, 2018;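 note: 0% = vehicle reaction and 100% = reaction without DNA for no activity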
Target sequence (Q8N884 whole entry, looked up): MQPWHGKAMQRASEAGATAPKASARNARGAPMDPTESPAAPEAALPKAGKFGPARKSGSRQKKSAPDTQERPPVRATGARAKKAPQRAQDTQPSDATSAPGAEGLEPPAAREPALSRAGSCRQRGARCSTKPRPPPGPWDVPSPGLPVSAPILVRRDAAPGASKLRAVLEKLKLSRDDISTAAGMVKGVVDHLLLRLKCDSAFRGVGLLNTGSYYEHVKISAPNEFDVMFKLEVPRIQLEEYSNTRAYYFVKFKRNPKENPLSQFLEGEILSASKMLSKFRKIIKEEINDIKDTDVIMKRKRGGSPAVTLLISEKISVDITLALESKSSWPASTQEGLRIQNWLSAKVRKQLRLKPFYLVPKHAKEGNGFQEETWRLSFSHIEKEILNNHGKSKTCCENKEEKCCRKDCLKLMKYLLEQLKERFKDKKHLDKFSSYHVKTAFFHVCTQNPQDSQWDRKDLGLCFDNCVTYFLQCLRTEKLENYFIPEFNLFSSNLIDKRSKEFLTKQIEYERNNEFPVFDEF
mcGAS inh – cyclic GMP-AMP synthase inhibitors, mouse, primary biochemical chemiluminescence; AID 1259399, 2018; 160,000 compounds, 0.15% hits; Q8C6L5; inhibition, % at 12.5 µM; recombinant cGAS, Kinase-Glo ATP depletion luminescence;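 note: 0% = negative control wells and 100% = reference inhibitor with no enzyme activity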
NPYLR7 ag – agonists of mosquito NPYLR7 receptor, primary screen, cell-based, Aedes aegypti, calcium fluorescence, mosquito biting behavior; Aedes aegypti neuropeptide Y-like receptor 7 (NPYLR7); HEK293T NPYLR7/Galpha15, GCaMP6s calcium fluorescence; activation, % at 10 µM; 270,000 compounds, 0.15% hits; in the data active = activation above about 40%;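 note: 0% = vehicle and 100% = reference agonist at the receptor; some compounds past the cut are filed as inactive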
An asterisk follows results filed as active; . = no result given. Cut-off read from the data, not from the text of the source, unless noted: active = inhibition above about 40%; inactive = the rest.

SMILES,hcGAS inh,mcGAS inh,NPYLR7 ag
Cc1nnc(SC(C)C(=O)NC2CCCCC2C)s1 (centres undefined),-4,.,9
COCCNC(=O)CSc1nc(=O)n2cc(C)ccc2n1,-7,-8,-1
CCN(Cc1nc2cc(Cl)ccc2c(=O)[nH]1)C(=O)COc1c(C)cc(Br)cc1Cl,-6,.,-7
Cc1ccc(S(=O)(=O)Nc2ccc(Nc3ccc(-n4nc(C)c(C)c4C)nn3)cc2)cc1,-4,-8,-4
Cc1cccn2c(=O)c(C(=O)NC3CCCCC3)c(O)nc12,-9,-8,-2
Nc1nc(N)nc(CN2CCN(S(=O)(=O)N3CCCCCC3)CC2)n1,-6,-10,0
Cc1c(C(=O)NCc2ccccn2)cnn1-c1ccc([N+](=O)[O-])cc1,1,0,-3
Cc1cccc(-n2ncc(C(=O)NCc3ccccn3)c2C(C)C)c1,1,-1,.
O=C1CN(S(=O)(=O)c2c(F)cc(F)cc2F)CC2c3cccc(F)c3CCN12 (centres undefined),-4,-6,3
Cc1nc(C(=O)N(C)C(C)c2ccccn2)nn1-c1ccccc1Cl (centres undefined),-6,.,11
COc1ccc(Oc2ccc(CNCc3ccc(C)s3)cn2)cc1,-10,.,7
COc1ccc(NC(=O)Cn2nc(SC)c(S(=O)(=O)c3ccc(OC)cc3)c2N)cc1,3,-3,-9
COCCCNC(=O)c1cc(-c2ccccc2F)n2nc(C(C)(C)C)cc2n1,-6,-6,15
Cc1ccsc1CN(C)Cc1ccc2cccc(O)c2n1,-6,-1,0
Cc1cccc(C(=O)N(Cc2ccccc2)Cc2cc(NC(=O)CC(C)C)ccc2N(C)C)c1,-4,-5,1
O=C(COc1ccc(Cl)cc1)NC1CCN(c2ccccc2C(=O)N2CCN(C3CCCCCC3)CC2)CC1,0,-3,16
O=C(C(Br)=CNc1ncccn1)C(F)(F)F,-10,-7,6
COc1ccccc1NC(=O)N1CCC2(CC1)SCCN2C(=O)c1ccc([N+](=O)[O-])cc1,-7,-5,-6
O=C(CCC1CCCC1)Oc1ccc(-c2nc3ccccn3c2NC2CCCCC2)cc1,5,1,-13
COCC1CN(Cc2cc(F)cc(Br)c2)CCO1 (centres undefined),3,.,1
CCN(CCN1CCCC1)C(=O)c1cccc(-c2ccc(O)cc2)c1,-11,-13,2
O=C(O)CSc1nnc(CN2CCCCC2)n1-c1cccc(Cl)c1,-3,-7,30
Cc1ccc(SCC(=O)Nc2nc(C)c(Cl)cc2Cl)c(C)c1,6,.,2
O=C1c2ccccc2C(=O)c2c1cc1ccccc1c2OCc1ccccc1,4,-6,-5
CNC(=O)N(C1=NCC(C)S1)C1CCCCC1 (centres undefined),-2,.,-5
Cc1cc(C)cc(-c2nc3cc(C)ccn3c2NC(=O)CC(C)CC(C)(C)C)c1 (centres undefined),2,0,-6
CN1C(=O)NC(c2ccccc2C(F)(F)F)C2=C1CN(CC(=O)NCCOc1ccccc1)C2=O (centres undefined),-7,-4,0
CN(CC(=O)N1c2ccccc2NC(=O)C1(C)C)C1CCCc2ccccc21 (centres undefined),-11,.,1
COc1ccc(CN(C)[C@@H]2c3ccccc3C3(CCNCC3)[C@H]2O)cc1O,-7,-10,29
CN(Cc1ccncn1)C(=O)CC(c1cccc(O)c1)c1cccc(Cl)c1 (centres undefined),-6,.,3

(more compounds)
SMILES,hcGAS inh,mcGAS inh,NPYLR7 ag
Cc1cc2c(c(=S)[nH]1)C(=O)O/C2=C/c1ccc(Cl)cc1Cl,-2,-4,8
CCc1noc(CN2CCC(C(C)NC(=O)OC(C)(C)C)CC2)n1 (centres undefined),-6,.,7
Cc1cccc2c(N=Nc3cccc4cccnc34)c(O)[nH]c12,-3,-2,0
CNc1nc2cnc(Nc3cccc(C(F)(F)F)c3)cc2n1CC1CC1,1,-1,-10
CC(C)c1ccc(C2C(=C(O)c3ccccc3)C(=O)C(=O)N2CCN(C)C)cc1 (centres undefined),-6,-6,-5
COc1ccccc1CNC(=O)c1nnn(Cc2ccc(Cl)cc2)c1N,-8,-7,-1
COCC1CCCN(C(=O)c2ccc(-c3ccc(-c4ccn[nH]4)cc3)nc2)C1 (centres undefined),3,2,-5
COc1nc(-c2ccccc2F)n(-c2cccc(NC(=O)c3cccc([N+](=O)[O-])c3)c2)n1,-4,-7,13
CN(C)CCNC(=O)[C@@]1(OCc2ccc(F)cc2)CC(OCc2cccc(C(F)(F)F)c2)[C@@H]2OC(C)(C)O[C@@H]2C1 (some centres undefined),-3,-8,30
C/C=C(\C)C(=O)N1CCc2cc(OC)c(OC)cc2C1c1ccccc1 (centres undefined),-6,-8,14
O=C(c1ccco1)N1CCN(C(=O)c2ccc(Br)o2)CC1,-11,.,20
CN(C)C=Nn1cnc2ccccc2c1=O,-5,.,1
CCOC(=O)c1c(NC(=O)c2cc(C)oc2C)c(-c2cccc(F)c2)cn1C,-3,-4,12
CCc1ccc[n+](-c2nc3ccccc3nc2C(C#N)C#N)c1,-1,.,16
CC(c1ccccc1)c1ccc(O)cc1 (centres undefined),-9,.,9
CCn1cc(S(=O)(=O)NCc2cnn3ccccc23)c(C)n1,-3,.,6
CC(C)=CCc1c2c(c3occ(-c4ccc(O)c(O)c4)c(=O)c3c1O)C=CC(C)(C)O2,-3,.,-3
COc1ccc(CCN2C(=O)O[C@@H]3CN(CC(=O)O)C[C@@H]32)cc1,-3,.,3
CS(=O)(=O)c1ccc(NCCN)c([N+](=O)[O-])c1,2,.,-3
Cc1[nH]n(-c2ccccc2)c(=O)c1C=NCc1ccco1,-5,-6,9
O=S(=O)(Nc1ccccc1)c1ccc(S(=O)(=O)N2CCCC2)cc1,-7,.,8
CN1CCN2CCN(C(=O)c3ncoc3C3CC3)CC2C1=O (centres undefined),-12,.,9
Cc1sc(-n2cccc2)c(C(=O)N2CCn3c(C(N)=O)cnc3C2)c1C,-4,-17,4
O=C(NCc1cccs1)c1cccnc1N1CCN(C(=O)COCc2ccccc2)CC1,-2,-3,-5
CCC(C)NC(=O)CN1CCN(CN2CCSC(C)C2=O)CC1 (centres undefined),-8,.,-1
COc1cc2nc(C=Cc3ccc4c(c3)OCO4)sc2cc1SC,-3,-3,28
CC(C)CCNC(=O)c1cc(-c2ccccc2)nn1-c1ccc(F)cc1,1,-2,-7
CCOCCCN(CC(=O)N(CCc1ccccc1)Cc1ccc(C)o1)C(=O)c1ccco1,-2,-3,8
Cc1nccn1CCCC(=O)N1CCc2c(nc(-c3cccnc3)[nH]c2=O)C1,-6,.,7
CN(C)c1ccc(/C=C2/C(=O)NC(=O)N(Cc3ccccc3)C2=O)cc1,11,-3,5

Next section.
SMILES,hcGAS inh,mcGAS inh,NPYLR7 ag
N#CCC(=O)Nc1nccs1,8,.,-5
C(=C\c1nccc2[nH]nc(-c3ccccc3)c12)/c1ccccc1,-5,-5,4
CCC(C(=O)N(C)Cc1ccc(C(=O)OC)cc1)c1c(C)noc1C (centres undefined),-5,.,9
O=C(CSc1nnc(-c2ccccc2Cl)n1-c1ccccc1Cl)NCC1CCCO1 (centres undefined),2,0,2
CN(Cc1nc(-c2ccccc2)no1)C1CCOCC1,-7,.,-3
COCC(=O)N1CCN(C2c3ccccc3CCc3ccccc32)CC1,-2,-5,2
CC(NC(=O)CN1C(=O)c2cc(Cl)c(Cl)cc2C1=O)C1CC1 (centres undefined),8,.,-4
O=C(NCCCCCCNC(=O)ON=C1CCCCC1)ON=C1CCCCC1,-1,.,-21
CCCCCCCCCC(=O)N(CCOC)C(C)c1nc2ccccc2c(=O)n1-c1ccc(CC)cc1 (centres undefined),-6,-5,.
C#CCn1c(=NC(=O)C2=COCCO2)sc2ccccc21,-9,.,4
CC(=O)c1cc(-c2cccc3cccnc23)ccc1O,0,-11,6
C=CCn1cc(CNC2CC(=O)N(Cc3cccc4ccccc34)C2)c(C)n1 (centres undefined),-6,-8,-6
COc1ncccc1CNc1nc(C(F)(F)F)ccc1C#N,-14,.,4
COc1ccccc1C(O)c1ncc(-c2ccc(Cl)cc2)[nH]1 (centres undefined),-12,.,4
CN(C)c1ccc(-c2cnn3c(NCc4cccc(Cl)c4)ccnc23)cc1,-7,-4,-4
Cc1cccc(C)c1Nc1c(-c2ccccn2)nc2cccc(C)n12,-9,-8,-4
COCCCNC(=O)c1c(N)n(-c2ccc(Cl)c(Cl)c2)c2nc3ccccc3nc12,-8,-9,-2
CC(=O)O[C@@H](C)C(=O)N1CCN(c2nccc(-c3ccc(C(C)(C)C)cc3)n2)CC1,0,-1,4
Cc1ccc(C(=O)NNC(=O)c2ccc(=O)n(Cc3ccccc3)c2)cc1C,-11,-9,-9
Cc1nc(/C=C/C(=O)Nc2ccc(CN3CCSCC3)cc2C)cs1,-7,.,3
CCN(CC)C(=O)Oc1ccc2c(ccn2Cc2cccc(F)c2)c1NC(=O)C(F)(F)C(F)F,-3,-6,-2
O=C(O)c1cc(Cl)ccc1Oc1ccc(F)cc1,-2,.,-1
Cc1ccc(N(CCN2C(=O)c3ccccc3C2=O)C(=O)c2ccc(Cl)cc2Cl)c(C)c1,7,2,-12
Cc1ccc(-n2ncc(C(=O)N3CCN(CCO)CC3)c2N)cc1C,-4,.,27
COC(=O)C1=C(C)NC(=S)NC1c1ccccc1F (centres undefined),-3,.,1
Cc1ccccc1-c1ccc(=O)n(CC(N)=O)n1,1,.,14
c1ccc(CC2(Cc3ccccc3)NCCc3[nH]cnc32)cc1,-4,-10,11
CCCCn1c(N2CCN(Cc3ccccc3)CC2)nc2c1c(=O)[nH]c(=O)n2C,-8,.,2
c1ccc(N2CCN(c3ccccc3)C2c2cccnc2)cc1,11,.,-4
COc1ccc(NC(C)=O)cc1NCCOc1ccc(C(C)C)c(C)c1,-11,.,7

Complete entries from above. Values in the order: hcGAS inh, mcGAS inh, NPYLR7 ag
CCN(CC)C(=O)Oc1ccc2c(ccn2Cc2cccc(F)c2)c1NC(=O)C(F)(F)C(F)F in the list: -3, -6, -2
C#CCn1c(=NC(=O)C2=COCCO2)sc2ccccc21 in the list: -9, ., 4

Back to the main list with the 3 entries that preceded the break.
SMILES,hcGAS inh,mcGAS inh,NPYLR7 ag
CCCCn1c(N2CCN(Cc3ccccc3)CC2)nc2c1c(=O)[nH]c(=O)n2C,-8,.,2
c1ccc(N2CCN(c3ccccc3)C2c2cccnc2)cc1,11,.,-4
COc1ccc(NC(C)=O)cc1NCCOc1ccc(C(C)C)c(C)c1,-11,.,7
CCOC(=O)c1nn(CCc2ccc(OC)cc2)c2c1CN(C(=O)c1cn3cc(C)ccc3n1)CC2,-5,-10,-9
CCCCCC(=O)N1CCN(Cc2noc(-c3ccc(Cl)cc3Cl)n2)CC1,-5,-5,.
CCC(=O)N1C[C@H](CN(C)C)[C@@H](C2CCNCC2)C1,3,1,.
CC(C)N(CC1CC1)C(=O)c1ccccc1N1CCC(=O)NC1=O,-6,.,11
Cc1nc(CCN)cc(N2CC3C[C@@H]4CC2C[C@H](C3)C4)n1,-7,.,-1
COc1cc2c(cc1OC)C1CN(C(=O)C(=O)c3c[nH]c4ccccc34)CC(=O)N1CC2 (centres undefined),-2,-6,15
Cc1ccc(NC2CCCN(C(=O)c3ccccc3-c3ncn[nH]3)C2)cc1C (centres undefined),-4,-15,1
CC(=O)NC(=Nc1nc(C)c2cc(C)cc(C)c2n1)NC(C)=O,-6,-4,-5
CC1=C(C(=O)OC(C)C)C(c2ccccc2[N+](=O)[O-])NC(=O)N1C (centres undefined),-3,-4,0
COc1ccc(C2CC(c3ccc(OC)c(OC)c3)=NN2C(=O)CN2CCCCC2)c(OC)c1 (centres undefined),-7,-8,0
Cn1c(=O)n(Cc2ccccc2Cl)c(=O)c2c1nc1n2CCN1c1ccccc1,1,.,3
O=c1c(N=Nc2ccc(N=Nc3ccccc3)cc2)c(-c2ccccc2)[nH]n1-c1ccccc1,-4,.,-1
COc1ccc(-n2c(C)nnc2SCc2ccc(C(=O)Nc3ccc(C(C)C)cc3)cc2)cc1,-10,-5,17
CC(C)C(NS(=O)(=O)c1ccccc1)C(=O)N1CCN(c2cccc(Cl)c2)CC1 (centres undefined),-1,.,-17
Cc1cc(C)n(-c2ccccc2NC(=O)N(C)CC2COc3ccccc3O2)n1 (centres undefined),1,.,-1
CCNC(=O)C1CCN(Cc2cc3cc(OC)c(OC)cc3[nH]c2=O)C1 (centres undefined),0,-8,23
CC1(C)Cc2cccc(CNCC(C)(C)N3CCS(=O)CC3)c2O1,-5,.,-3
CCn1cncc1CNc1nc(-c2ccncc2)nc2c1CCNC2,0,.,6
Cc1c(-c2cc(C(=O)N3CCCN(CC4CC4)C(C(C)C)C3)[nH]n2)cnn1C (centres undefined),-9,-12,.
NC(=O)c1cccc(CC2CCN(C(=O)NCCc3ccccc3F)C2)c1 (centres undefined),-2,-4,-7
C=CCN(CC1CC(c2ccc(Cl)cc2)=NO1)C(=O)C1CCC1 (centres undefined),-3,2,-23
